Source: PubChem
ERG Ets-DNA blk: inhibitors of human ERG Ets domain-DNA interaction | P11308 | fluorescence polarization, His-ERG Ets domain / labelled DNA | actives 0.028% (n = 370,000) | AID 624246 | Potency, µM (doses to about 76.9 µM), for inactives: at the highest dose FP activity, negative = inhibition, hits mostly inhibitors; active means well fitted inhibition curve with a large enough effect in the polarisation, with a control signal flat; inconclusive means small, poorly fitted or top-dose-only effect, or effect the other way, or a change in a side signal; inactive means no such curve, though single readings can be large or run the other way; the % refers to the polarisation;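 further: polarization taken with two DNA probes labelled with fluorescein and Texas red; potency means the concentration at half of the fitted maximal effect; % of control where 0% means no effect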
Target sequence (P11308 whole entry, looked up, the tested form may be a part): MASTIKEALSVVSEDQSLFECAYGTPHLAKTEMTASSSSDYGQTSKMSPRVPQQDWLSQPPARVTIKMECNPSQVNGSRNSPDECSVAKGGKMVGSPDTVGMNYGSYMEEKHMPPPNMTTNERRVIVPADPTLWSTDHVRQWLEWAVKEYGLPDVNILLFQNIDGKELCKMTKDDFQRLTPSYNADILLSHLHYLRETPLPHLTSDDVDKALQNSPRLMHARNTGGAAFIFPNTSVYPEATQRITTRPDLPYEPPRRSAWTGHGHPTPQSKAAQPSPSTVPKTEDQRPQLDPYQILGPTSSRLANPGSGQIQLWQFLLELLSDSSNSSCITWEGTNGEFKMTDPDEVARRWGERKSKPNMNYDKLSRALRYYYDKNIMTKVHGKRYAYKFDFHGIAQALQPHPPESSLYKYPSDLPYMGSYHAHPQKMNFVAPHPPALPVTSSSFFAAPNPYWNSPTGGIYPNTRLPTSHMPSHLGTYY
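His-tagged ERG Ets domain (1 uM in the protein solution; 300mM KCl, 50mM Tris-HCl, 1mM EDTA, 1mM DTT, pH 7.5) received compound, then a probe mix of 5 nM fluorescein-DNA and 100nM Texas-615-DNA. Fluorescence polarization was read for both dyes.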
PI4K2A inh: inhibitors of human PI4K2A; Q9BTU6; purified PI4K2A, ADP-Glo luminescence, 1 h; hits give low values; activity change, negative = inhibition, % at 76.9 µM; actives 0.13% (n = 420,000); AID 1346378; in the data active means activity change below about -50%; inconclusive means mostly about -30% to -49%;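 further: -100% = wells without enzyme as full effect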
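In this quantitative HTS, ADP production by PI4K2A was quantified luminescently after 1 h at ambient temperature; 100 microM adenosine served as plate-quality control.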
G9a inh: inhibitors of human histone lysine methyltransferase G9a; Q96KQ7; G9a H3K9 monomethylation, AlphaScreen, 2 h; Potency, µM (series often up to 102 µM), for inactives: top-dose activity, negative = inhibition, usual class: inhibitors; actives 8.8% (n = 350,000); further: potency means the concentration at half of the fitted maximal effect; on the % scale 0 is the no-effect control and ±100 the full control effect; nearly all actives have a fitted effect of over 75% in size
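Signal arises when biotinylated H3K9 peptide, once monomethylated, bridges streptavidin donor and antibody-captured acceptor beads. Enzyme at 20 nM was preincubated 15 min with test compounds; peptide 500 nM and SAM 20 uM then reacted for 2 h.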
JMJD2A Tudor: JMJD2A Tudor domain (human) inhibition. actives 4.4% (n = 390,000). O75164. AlphaScreen JMJD2A-Tudor / H3K4me3 peptide binding. Potency, µM (top dose mostly 114 µM), for the others: at the highest dose activity change, negative = inhibition, actives largely listed as inhibitors. AID 504339; further: potency means the concentration at half of the fitted maximal effect; on the % scale 0 is the no-effect control and ±100 the full control effect; nearly all actives have a fitted effect of over 50% in size
BAZ2B block: inhibitors of human BAZ2B bromodomain. AlphaScreen BAZ2B-H3K14Ac peptide displacement. actives 4.4% (n = 360,000). Q9UIF8. Potency, µM (series often up to 114 µM), for inactives: at the highest dose activity change, negative = inhibition, usual class: inhibitors; further: potency means the concentration at half of the fitted maximal effect; on the % scale 0 is the no-effect control and ±100 the full control effect; nearly all actives have a fitted effect of over 60% in size
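AlphaScreen luminescence quantifies BAZ2B engagement of H3K14Ac peptide; the protein and biotinylated peptide are both at 50 nM final, buffer PBS pH 7.4 with 0.01% Tween-20, all steps at room temperature.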
GLS inh: glutaminase GLS (human) inhibition; AID 624170; Potency, µM (top dose mostly 45.5 µM), for the others: top-dose activity change, negative = inhibition, actives largely listed as inhibitors; actives 0.21% (n = 410,000); GLS enzymatic activity, qHTS titration; further: potency means the concentration at half of the fitted maximal effect; on the % scale 0 is the no-effect control and ±100 the full control effect
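hKGA; 45 mM KH2PO4 pH 8.2 + 0.02% Tween-20; cpd via pin tool; 1 mM Gln soln; GluOx/HRP/Amplex Red; RT 30 min; fluor. t0 & final.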
HP1b binding inh: blocks HP1-beta chromodomain binding to methylated histone tails. Potency, µM (series often up to 114 µM), for inactives: at the highest dose activity change, negative = inhibition, hits mostly inhibitors. actives 0.56% (n = 390,000). P83916. AlphaScreen HP1-beta / biotin-H3K9me3 peptide binding; further: potency means the concentration at half of the fitted maximal effect; nearly all actives have a fitted effect of over 70% in size; inactives centre near 23
Target sequence (P83916 whole entry, looked up): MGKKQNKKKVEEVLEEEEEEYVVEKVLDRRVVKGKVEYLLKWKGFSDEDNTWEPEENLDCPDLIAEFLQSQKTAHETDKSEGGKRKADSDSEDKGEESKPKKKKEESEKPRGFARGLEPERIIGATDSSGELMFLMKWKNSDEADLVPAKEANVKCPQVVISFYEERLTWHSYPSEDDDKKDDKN
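HP1-beta protein (50 nM final) preincubated 30 min at room temperature with biotinylated H3(1-18)K9me3 peptide (50 nM) in PBS pH 7.4, 0.01% Tween-20, then compound added for 30 min. AlphaScreen streptavidin donor/nickel chelate acceptor beads (10 ug/mL final), 30 min dark, luminescence read.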
RGS4 inhibitor: human RGS4 inhibition | Potency, µM (titrated, usually from 114 µM), without a hit: top-dose activity change, negative = inhibition, usual class: inhibitors | P49798 | Transcreener GDP fluorescence polarization, RGS4-accelerated GTP hydrolysis | actives 0.039% (n = 390,000); further: potency means the concentration at half of the fitted maximal effect; on the % scale 0 is the no-effect control and ±100 the full control effect; nearly all actives have a fitted effect of over 75% in size; some results filed as inactive show a strong effect at the top dose
Target sequence (P49798 whole entry, looked up): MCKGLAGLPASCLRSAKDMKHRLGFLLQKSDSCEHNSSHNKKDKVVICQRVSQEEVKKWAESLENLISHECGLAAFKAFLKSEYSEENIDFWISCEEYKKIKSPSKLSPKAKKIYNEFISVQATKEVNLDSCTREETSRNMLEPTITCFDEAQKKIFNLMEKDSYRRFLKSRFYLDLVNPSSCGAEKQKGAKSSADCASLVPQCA
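MLSMR compounds (23 nl, pin-transferred) preincubated 10 min at room temperature with a 500nM (2x) first reagent, then RGS4 at 900nM (2x) plus Transcreener GDP mix added; fluorescence polarization (620/688 nm) read before and after 90 min at 30 °C.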
12-LOX inh: blocks human arachidonate 12S-lipoxygenase | P18054 | purified 12hLO, xylenol orange hydroperoxide absorbance | Potency, µM (doses to about 108 µM), for inactives: top-dose activity change, negative = inhibition, usual class: inhibitors | actives 1.1% (n = 580,000) | AID 1671190; further: potency means the concentration at half of the fitted maximal effect; on the % scale 0 is the no-effect control and ±100 the full control effect
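Purified human 12hLO (150 nM final) in 25 mM Hepes, 0.01% Triton X-100, pH 7.0 was preincubated 15 min at room temperature with compound. Then 40 uM arachidonic acid was added, 30 min. Hydroperoxide was read by Fe-XO absorbance ratio 573/405 nm.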
Starred values were filed as active, the others as inactive; ? = inconclusive; . = no result given; [ ] = dose if it differs, or a comment. Unless noted, the call rests on the fitted dose curve; in most records, active means well fitted curve in the direction sought with a large enough effect; inconclusive means small, poorly fitted or top-dose-only effect, or another doubt; inactive means no such curve, though single readings can be large; an effect the other way counts as inactive or inconclusive.

ERG Ets-DNA blk | PI4K2A inh | G9a inh | JMJD2A Tudor | BAZ2B block | GLS inh | HP1b binding inh | RGS4 inhibitor | 12-LOX inh | molecule
-7% | 3 | 18% | -17% | -13% | 14% | 14% | 23% | -5% | N#CCCN(Cc1ccccc1)C(=O)Nc1ccc2c(c1)CCO2
2% | -23 | ? | 3% | -14% | -10% | 40%[activator] | -28% | -8% | C=CCOc1ccc(/C=N/NC(=O)C(=O)Nc2ccccn2)cc1OC
. | 2 | ? | 3% | ? | 28% | 41%[activator] | ? | ? | CSC1=NSC2=NC(=O)/C(=C\c3coc4ccccc4c3=O)C(=N)N12
-2% | -1 | ? | 8% | 1% | 1% | 31% | 1% | ? | COc1ccc(NC(=O)COC(=O)CNC(=O)c2cccs2)cc1Cl
-4% | 3 | ? | ? | ? | 3% | 0% | -14% | 3% | Fc1ccc(C2c3[nH]c4ccccc4c3CCN2Cc2ccoc2)cc1 (configuration not stated)
-4% | -10 | -33% | -1%[11.4 µM] | -17% | -6% | 33% | 7%[11.4 µM] | 0% | O=C1c2ccccc2C(=O)C1c1ccccn1
-4% | -9 | 2%[59 µM] | -17% | -8% | -1% | 15% | -15% | -25% | CC1(C)CC(=O)C2=C(C1)OC(N)=C(C#N)C2c1cn(-c2ccccc2)nc1-c1ccccc1 (configuration not stated)
9% | -7 | ? | 12%[11.4 µM] | . | -6% | 35% | -46% | ? | O=C(NNC(=S)NC(=O)c1ccco1)c1ccc(NC(=O)c2ccccc2)cc1
4% | -4 | 4% | -26% | -18% | 1% | 7% | 30% | 13% | CCOP(=O)(OCC)c1nc(Cc2ccccc2)oc1NCc1ccccc1
-12% | 4 | 1.8µM* | 50µM* | 50µM* | 19% | 71µM* | ? | ? | CCN(CC(=O)Nc1ccc(NC(C)=O)cc1)Cc1c(O)ccc2cc(Br)ccc12
. | 2 | 4% | -5% | 6% | -10% | 20% | -15% | -5% | CN(C)S(=O)(=O)N1CCN(C(=O)N2CCOCC2)CC1
2% | 0 | -2%[59 µM] | -15% | -9% | -2% | 23% | -33% | -14% | Nc1nonc1C(=O)NCCNCc1ccccc1OCc1ccc(F)cc1
-5% | -2 | 1%[0.501 µM] | -36% | ? | 4% | 9% | -18% | 0% | Cc1ccc(OCC(=O)NCCc2c[nH]c3ccccc23)cc1
. | 1 | -3%[12.7 µM] | -13% | -7% | 1% | 5% | 1% | -17% | Cc1ccc(NCc2nnc(SCC(=O)c3ccc4c(c3)OCCO4)o2)c(C)c1
0% | -11 | . | 25µM* | 3% | ? | -5% | -30%[11.4 µM] | -13% | CN(C)C(=S)NCc1ccccc1
-11% | 2 | ? | -11% | 2% | -3% | 38% | -12% | ? | CCc1ccccc1-n1nnnc1-c1cnccc1C(F)(F)F
9% | -3 | -4% | -26% | -3% | -28% | 53%[activator] | 2% | -19% | CCc1nnc(NC(=O)CSc2ncnc3c2oc2ccccc23)s1
2% | -1 | 27%[12.7 µM] | -18% | -1% | -6% | 72%[activator] | -26%[56.9 µM] | 12% | COc1ccc(C(=O)N/N=C2\CCS(=O)(=O)c3ccc(F)cc32)cc1OC
8% | 0 | . | -3% | . | -9% | 28% | -5% | -5% | COc1ccccc1N(CC(=O)NC1CCCCC1C)S(=O)(=O)c1cccs1 (configuration not stated)
4% | 2 | 13% | -11% | -13% | -8% | 16% | -44% | 0% | CCOC(=O)c1ccc(N2C=C(C(=O)OC)C(c3cccc(O)c3)C(C(=O)OC)=C2)cc1
-1% | -1 | 71µM* | ? | ? | 1% | -7% | 22% | -4% | COc1ccc(-c2csc3ncnc(N4CCN(c5ccccc5)CC4)c23)cc1
-1% | 10 | 18% | -16% | 8% | -10% | 51%[activator] | 5%[56.9 µM] | -1% | COc1ccc(CC(=O)NCC2CCCN(Cc3ccc(OC(F)(F)F)cc3)C2)cc1 (configuration not stated)
6% | -4 | 12% | -22% | 16% | 5% | 42%[activator] | -20% | 5% | N/C(=N\OC(=O)Nc1ccccc1)c1cccc(C(F)(F)F)c1
? | -16 | 45µM* | 50µM* | ? | 1% | -39% | -22% | . | CC(=O)OCCNc1cc(SCc2ccco2)c2nonc2c1[N+](=O)[O-]
6% | -7 | 15% | -14% | 4% | 6% | 48%[activator] | 5% | 6%[57.4 µM] | COc1cc(OC)cc(-c2cc3nc(C)c(CCC(=O)O)c(=O)n3[nH]2)c1
-5% | 10 | 35µM* | -3%[57.1 µM] | -19% | -2% | 26% | -44% | -7% | COc1cc(C)c(NC(=S)NCCCN2CCOCC2)cc1OC
6% | -12 | -3% | -27% | -20% | -4% | -8% | 17% | 0% | C/C(CC(=O)Nc1ccc([N+](=O)[O-])cc1)=N/NC(=O)C1C2CCCCC21 (configuration not stated)
10% | 4 | 19% | -8% | 4% | -11% | 71%[activator] | -6% | -1% | CCCNC(=O)c1cccc(NC(=O)C(C)C)c1
-2% | 1 | 19%[12.7 µM] | -5% | 9% | 7% | 29% | -40% | -7% | CCOC(=O)c1c(NCc2ccc3c(c2)OCO3)c2ccccc2[nH]c1=O
0% | 5 | 4µM* | -19% | 2%[57.1 µM] | 17% | 16% | -9% | 3% | CCN(CC)c1ccc(NC(=O)C2CCN(c3nnc(-n4cccc4)s3)CC2)c(C)c1

Three entries drawn at random from the list so far:
ERG Ets-DNA blk | PI4K2A inh | G9a inh | JMJD2A Tudor | BAZ2B block | GLS inh | HP1b binding inh | RGS4 inhibitor | 12-LOX inh | molecule
-1% | -1 | 71µM* | ? | ? | 1% | -7% | 22% | -4% | COc1ccc(-c2csc3ncnc(N4CCN(c5ccccc5)CC4)c23)cc1
? | -16 | 45µM* | 50µM* | ? | 1% | -39% | -22% | . | CC(=O)OCCNc1cc(SCc2ccco2)c2nonc2c1[N+](=O)[O-]
2% | -1 | 27%[12.7 µM] | -18% | -1% | -6% | 72%[activator] | -26%[56.9 µM] | 12% | COc1ccc(C(=O)N/N=C2\CCS(=O)(=O)c3ccc(F)cc32)cc1OC

Next structures follow.
ERG Ets-DNA blk | PI4K2A inh | G9a inh | JMJD2A Tudor | BAZ2B block | GLS inh | HP1b binding inh | RGS4 inhibitor | 12-LOX inh | molecule
1% | -1 | -4% | -5% | -1% | -1% | 48%[activator] | -22% | 5% | COC(=O)C(C)Oc1cc(OC(C)C(=O)OC)c2c(C)c(Cl)c(=O)oc2c1 (configuration not stated)
-6% | -10 | 31%[12.7 µM] | -20% | 0% | 11% | 26% | 0% | 3% | COc1ccc(NS(=O)(=O)c2cc(NC(=O)COc3ccccc3F)ccc2OC)cc1
-3% | 1 | -3%[59 µM] | -21% | 2% | 12% | 12% | -6% | 8% | O=C(NCCO)/C(=C\c1ccc2c(c1)OCO2)NC(=O)c1ccc(Br)cc1
-2% | 0 | -1%[12.7 µM] | -13% | -6% | -6% | 28% | -35% | -25% | O=C(CSc1nc2ccccc2n1CC(=O)N1CCCC1)Nc1ccc2c(c1)OCO2
8% | -2 | -36% | -5% | 13% | -5% | 25% | -23% | -24% | CCc1nnc(NC(=O)CSc2nnc(-c3ccoc3C)n2CC(C)C)s1
-1% | -22 | 16%[59 µM] | -12% | -6% | 15% | 25% | -9% | -6% | CN(C)c1ccc(/C=N/NC(=O)c2ccco2)cc1
10% | -1 | . | -14% | 1% | 7% | 44% | -9% | -14% | Cc1ccc(-n2ncc3c(NNC(=O)c4ccco4)ncnc32)cc1Cl
-1% | -2 | 7% | -9% | 0% | 3% | 14% | 22% | -7% | COc1ccc(C(CNC(=O)c2cc(C)on2)N(C)C)cc1 (configuration not stated)
20% | -6 | ? | -17% | -17% | -3% | 11% | -6% | -10% | Cc1c(C)c2ccc(OCC(=O)c3ccccc3)cc2oc1=O
-10% | -2 | -35%[59 µM] | -12% | -5% | 0% | 23% | 1% | 0% | Cn1c(COc2ccccc2)nnc1SCC(=O)Nc1ccc2c(c1)OCO2
31%[activator] | -3 | 0% | -3% | -13% | -11% | 38%[activator] | -6% | -3% | COc1cccc(NC(=O)c2cc(Cl)nnc2Cl)c1
-10% | 2 | 2%[59 µM] | -20% | ? | -10% | ? | -5% | 0% | CC(=O)c1ccc(OCC(=O)c2cc(C)n(-c3ccc4c(c3)OCO4)c2C)cc1
9% | 2 | -5% | -7% | -1% | 5% | 7% | 16% | 7% | O=C1CN(C(=O)COC(=O)c2cccnc2Cl)c2ccccc2N1
8% | 0 | ? | -15% | -20% | 11% | 11% | -33% | ? | CCOC(=O)c1c(NC(=O)Cn2nc(C(F)(F)F)cc2C)sc(C)c1C

Laid out differently: entries from further up.
Screens in order: ERG Ets-DNA blk	PI4K2A inh	G9a inh	JMJD2A Tudor	BAZ2B block	GLS inh	HP1b binding inh	RGS4 inhibitor	12-LOX inh
> COc1ccc(NS(=O)(=O)c2cc(NC(=O)COc3ccccc3F)ccc2OC)cc1
→ -6%	-10	31%[12.7 µM]	-20%	0%	11%	26%	0%	3%
> O=C(NCCO)/C(=C\c1ccc2c(c1)OCO2)NC(=O)c1ccc(Br)cc1
→ -3%	1	-3%[59 µM]	-21%	2%	12%	12%	-6%	8%
> O=C(CSc1nc2ccccc2n1CC(=O)N1CCCC1)Nc1ccc2c(c1)OCO2
→ -2%	0	-1%[12.7 µM]	-13%	-6%	-6%	28%	-35%	-25%
> CCc1nnc(NC(=O)CSc2nnc(-c3ccoc3C)n2CC(C)C)s1
→ 8%	-2	-36%	-5%	13%	-5%	25%	-23%	-24%

A portion of the library; rates above refer to the full screens.
